M5 antag: antagonists of human muscarinic M5 receptor (CHRM5) | 0.59% of 360,000 active | inhibition, % at 3 µM | CHO-hM5 cells, Fluo-8 calcium fluorescence, ACh EC80 | AID 624040;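 active = inhibition above a per-plate cutoff, the mean of that plate's test compounds plus 3 SD, cut at about 27% in these data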;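 also: 0% = acetylcholine EC80 with DMSO and 100% = DMSO without agonist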
Target sequence (P08912 whole entry, looked up): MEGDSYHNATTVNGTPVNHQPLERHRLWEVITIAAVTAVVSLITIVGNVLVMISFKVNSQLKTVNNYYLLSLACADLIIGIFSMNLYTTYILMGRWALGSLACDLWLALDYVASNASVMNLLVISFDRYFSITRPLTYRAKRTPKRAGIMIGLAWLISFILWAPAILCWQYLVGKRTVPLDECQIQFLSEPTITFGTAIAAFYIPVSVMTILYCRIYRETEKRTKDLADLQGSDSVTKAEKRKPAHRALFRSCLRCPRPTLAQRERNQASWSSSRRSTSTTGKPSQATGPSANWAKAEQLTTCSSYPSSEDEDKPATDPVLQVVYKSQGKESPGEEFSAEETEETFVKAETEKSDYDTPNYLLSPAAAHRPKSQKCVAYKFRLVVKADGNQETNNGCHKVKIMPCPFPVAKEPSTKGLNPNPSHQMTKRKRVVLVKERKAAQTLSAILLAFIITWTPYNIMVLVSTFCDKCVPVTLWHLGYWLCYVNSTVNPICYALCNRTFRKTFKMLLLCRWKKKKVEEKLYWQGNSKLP
CHO-K1 Ca antag: M1 antagonist counterscreen hit in parental CHO-K1 cells; 0.6% of 360,000 active; ATP-induced calcium, Fluo-8 fluorescence; inhibition, % at 3 µM;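 active = inhibition above a per-plate cutoff, the plate's mean sample inhibition plus 3 SD, cut at about 24% in these data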;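 also: 0% = DMSO plus EC80 ATP and 100% = DMSO alone without ATP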
CHRM5 agonist: CHRM5 agonism in calcium assay; P08912; CHO-K1 hM5 cells, Fluo-8 calcium fluorescence; 0% DMSO wells, 100% maximal acetylcholine response; activation, % at 3 µM; 0.19% of 360,000 active;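 active = activation above the run's mean over test compounds plus 3 SD, cut at about 23% in these data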;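 also: signal is peak over basal fluorescence ratio across the kinetic read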
M4 PAM: potentiates acetylcholine response at human M4 receptor | CHO-K1 hM4/Gqi5, Fluo-8 calcium fluorescence, ACh EC20; 0% = ACh EC20, 100% = maximal ACh | activation, % at 3 µM | 0.4% of 360,000 active | AID 624126;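 active = activation above its plate's cutoff, the mean activation of sample wells plus 3 SD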; also: some results filed as inactive read as strong as hits
Target sequence (P08173 whole entry, looked up): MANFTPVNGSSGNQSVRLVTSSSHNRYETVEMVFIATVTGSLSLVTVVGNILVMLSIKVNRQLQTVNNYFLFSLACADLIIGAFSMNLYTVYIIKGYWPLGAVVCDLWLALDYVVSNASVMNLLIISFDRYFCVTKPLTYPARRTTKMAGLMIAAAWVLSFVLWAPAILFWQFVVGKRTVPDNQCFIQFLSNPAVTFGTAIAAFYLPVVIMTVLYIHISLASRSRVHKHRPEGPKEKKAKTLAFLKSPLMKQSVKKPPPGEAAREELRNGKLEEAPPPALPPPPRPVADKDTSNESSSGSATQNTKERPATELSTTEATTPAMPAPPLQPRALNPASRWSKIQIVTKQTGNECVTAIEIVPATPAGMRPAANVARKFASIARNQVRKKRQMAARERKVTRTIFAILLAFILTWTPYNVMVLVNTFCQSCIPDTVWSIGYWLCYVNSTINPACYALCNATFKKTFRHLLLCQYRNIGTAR
M1 ag parental: M1 agonist counterscreen hit in parental CHO-K1 cells; activation, % at 3 µM; Fluo-8 calcium fluorescence; scaled to maximal ATP response, vehicle zero; 0.48% of 360,000 active; in the data active = activation above about 15%;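 also: untransfected CHO-K1 host cells lacking M1 receptor as counterscreen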
M4 ag: CHRM4 agonism in calcium assay. 0.14% of 360,000 active. CHO-K1 hM4/Gqi5, Fluo-8 calcium fluorescence; vehicle 0%, full acetylcholine response 100%. activation, % at 3 µM;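 active = activation above the run mean over all test wells plus 3 SD, cut at about 32% in these data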;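 also: peak over basal fluorescence ratio per well then scaled between controls; 0% = DMSO wells and 100% = acetylcholine at EC100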
CHRM5 PAM: CHRM5 positive allosteric modulation. CHO-K1 hM5, Fluo-8 calcium, ACh EC20 PAM; 0% = ACh EC20, 100% = ACh EC100. 0.3% of 360,000 active. P08912. activation, % at 3 µM. AID 624038;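 active = activation above the run cutoff, the mean activation of all test compounds plus 3 SD, cut at about 18% in these data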
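Replicates: One well per compound, no replicates | System: Human M5 receptor in CHO-K1 cells | Benchmarks: Low control EC20 acetylcholine (0%), high control EC100 acetylcholine (100%) | Probe or stimulus: Acetylcholine, EC20 level | Times: Fluo-8 loading 80 min at 37 °C plus 30 min room temperature | Signal: Intracellular calcium via Fluo-8 fluorescence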
M4 antag: CHRM4 antagonism in calcium assay. CHO-hM4 cells, ACh EC80, Fluo-8 calcium fluorescence. inhibition, % at 3 µM. 0.73% of 360,000 active. AID 624125;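 active = inhibition above its plate's cutoff, the mean inhibition of sample wells plus 3 SD, cut at about 27% in these data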;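 also: 0% = acetylcholine EC80 with DMSO and 100% = DMSO without agonist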
M1 PAM parental: nonselective activator or artifact in parental CHO-K1 calcium assay | ATP EC20, Fluo-8 calcium fluorescence; 0% at ATP EC20, 100% at ATP max | activation, % at 3 µM | 0.02% of 360,000 active;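 active = activation above the run cutoff, the mean activation of all test compounds plus 3 SD, cut at about 40% in these data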;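 also: peak over basal fluorescence ratio in a 140 s read after ATP addition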
* = called active by the depositor. The order is random, and some 2.7% of all compounds hit somewhere here.

Under each structure: M5 antag, CHO-K1 Ca antag, CHRM5 agonist, M4 PAM, M1 ag parental, M4 ag, CHRM5 PAM, M4 antag, M1 PAM parental
#1 O=c1c(C(c2ccccc2)c2c(O)nc3n(c2=O)CCCS3)c(O)nc2n1CCCS2
 : -5, -3, 1, 0, -0.4, -1, -15, 0, 9
#2 Cc1ccc(S(=O)(=O)/N=C(\c2ccc(Cl)cc2)N2CCOCC2)cc1
 : -14, -5, -3, 6, 0.2, 1, 2, -1, 11
#3 COCCCN(CCCN)Cc1ccco1
 : 1, -7, 0, 2, 0.9, 0, 1, 1, 10
#4 Cc1cc(O)ccc1N/C=C/c1onc(C)c1[N+](=O)[O-]
 : -2, 6, 2, 1, 5.9, 1, 5, 6, 18
#5 CCOCCCNC(=O)C(NC(=O)CNC(=O)c1ccccc1)c1ccc(OC)cc1 (configuration not stated)
 : 7, -19, -2, 0, 1.0, 0, -1, 0, 15
#6 C=CCN(CC=C)CCOc1cc(C)ccc1[N+](=O)[O-]
 : -4, -3, -9, 11, 0.2, 2, 1, 0, 22
#7 Cc1ccc(S(=O)(=O)c2nc(-c3ccccc3)oc2N2CCC(C(N)=O)CC2)cc1
 : -2, -3, -1, 3, 0.6, 0, 4, -7, 3
#8 COc1ccc(-c2cc(=O)oc3cc(OCC(=O)NCC4CCC(C(=O)O)CC4)ccc23)cc1 (configuration not stated)
 : 2, -3, 1, 6, 0.9, 0, 1, -6, 18
#9 CCCn1cnnc1CNC(=O)[C@H]1O[C@@H](n2ccc(N)nc2=O)[C@H](O)[C@@H]1O
 : -9, -17, 1, 2, 0.5, 0, 2, 1, 9
#10 O=S(=O)(NCC(c1ccco1)N1CCN(c2ccccc2F)CC1)c1ccc2c(c1)OCCO2 (configuration not stated)
 : -1, -18, -1, -7, 1.5, -1, -5, -5, 29
#11 COc1ccc(COC(=O)CN2C(=O)NC3(CCCC3)C2=O)cc1F
 : 10, 4, 1, 7, 0.4, 1, -8, -10, -7
#12 CCOc1ccc(NC(=O)NCCCCc2ccccc2)cc1
 : -8, 3, 0, -2, 0.5, 0, 4, -1, -19
#13 O=C(CN1C(=O)C2CC=CCC2C1=O)NC1CCCc2ccccc21 (configuration not stated)
 : 2, -6, -3, -4, 0.9, 0, 0, 2, 15
#14 CC(C)CN(C(=O)C1CCCCC1)C1CCS(=O)(=O)C1 (configuration not stated)
 : 3, -1, 1, 1, 0.6, 0, 9, -1, 1
#15 CCC(C)(C)NC(=O)C(c1ccc(O)cc1)N(Cc1ccco1)C(=O)CCC(=O)Nc1ccccn1 (configuration not stated)
 : 16, -9, 1, -3, 0.5, 1, -5, 14, 14

Sorted by formula weight (descending): some entries from above.
Under each structure: M5 antag, CHO-K1 Ca antag, CHRM5 agonist, M4 PAM, M1 ag parental, M4 ag, CHRM5 PAM, M4 antag, M1 PAM parental
#15 CCC(C)(C)NC(=O)C(c1ccc(O)cc1)N(Cc1ccco1)C(=O)CCC(=O)Nc1ccccn1 (configuration not stated)
 : 16, -9, 1, -3, 0.5, 1, -5, 14, 14
#1 O=c1c(C(c2ccccc2)c2c(O)nc3n(c2=O)CCCS3)c(O)nc2n1CCCS2
 : -5, -3, 1, 0, -0.4, -1, -15, 0, 9
#5 CCOCCCNC(=O)C(NC(=O)CNC(=O)c1ccccc1)c1ccc(OC)cc1 (configuration not stated)
 : 7, -19, -2, 0, 1.0, 0, -1, 0, 15
#7 Cc1ccc(S(=O)(=O)c2nc(-c3ccccc3)oc2N2CCC(C(N)=O)CC2)cc1
 : -2, -3, -1, 3, 0.6, 0, 4, -7, 3
#2 Cc1ccc(S(=O)(=O)/N=C(\c2ccc(Cl)cc2)N2CCOCC2)cc1
 : -14, -5, -3, 6, 0.2, 1, 2, -1, 11
#11 COc1ccc(COC(=O)CN2C(=O)NC3(CCCC3)C2=O)cc1F
 : 10, 4, 1, 7, 0.4, 1, -8, -10, -7
#13 O=C(CN1C(=O)C2CC=CCC2C1=O)NC1CCCc2ccccc21 (configuration not stated)
 : 2, -6, -3, -4, 0.9, 0, 0, 2, 15
#14 CC(C)CN(C(=O)C1CCCCC1)C1CCS(=O)(=O)C1 (configuration not stated)
 : 3, -1, 1, 1, 0.6, 0, 9, -1, 1
#6 C=CCN(CC=C)CCOc1cc(C)ccc1[N+](=O)[O-]
 : -4, -3, -9, 11, 0.2, 2, 1, 0, 22
#4 Cc1cc(O)ccc1N/C=C/c1onc(C)c1[N+](=O)[O-]
 : -2, 6, 2, 1, 5.9, 1, 5, 6, 18

Further structures:
Under each structure: M5 antag, CHO-K1 Ca antag, CHRM5 agonist, M4 PAM, M1 ag parental, M4 ag, CHRM5 PAM, M4 antag, M1 PAM parental
#16 COCCN1CCn2c(nc3cc([N+](=O)[O-])ccc32)C1
 : 10, -7, 2, 3, 0.2, 0, -2, 2, 12
#17 CN(C)CCN(C(=O)c1cccc(Cl)c1)c1nc2c(Cl)cccc2s1
 : -5, -11, -5, -10, 0.9, 1, 2, 3, 23
#18 O=S(=O)(Cc1ccccc1)Nc1cccc(Br)c1
 : 10, -5, -2, -11, 4.8, 17, -7, 13, 8
#19 O=C(CSc1nc2c(cnn2-c2ccccc2)c(=O)[nH]1)N1CCOCC1
 : -2, 4, 1, -4, 0.3, 2, 3, 14, 7
#20 Cc1ccc(S(=O)(=O)N2CCN(C(=O)c3ccc(Cl)nc3)CC2)cc1
 : 3, -13, -1, -8, 3.0, 1, 1, 8, 8
#21 CN1CCN(C(=S)NC(=O)c2ccc(Cl)cc2)CC1
 : -7, -3, -4, 23*, 0.2, 1, 17, -16, 17
#22 COc1cccc(Cn2cnc3c(NS(=O)(=O)c4ccc(Cl)cc4)c(C)c(C)cc32)c1
 : -4, 0, -3, 10, 0.2, 1, 0, 2, 4
#23 COc1cccc(SCc2noc(C(=O)NC(C)C)c2C(=O)NC(C)C)c1
 : 9, -10, -1, 7, 0.1, 1, -2, -11, 12
#24 O=C(Cn1ccn(-c2ccc(F)c(Cl)c2)c(=O)c1=O)NCCc1ccccc1
 : 3, -6, 0, 7, 0.1, 1, 4, -5, -7
#25 CCCc1nnc(SCc2ccc(OC)cc2)n1N
 : 10, -13, -6, -2, 0.2, -1, 3, 3, -4
#26 CN(C)/C=C/C(=O)c1ccc2noc(-c3ccc(F)cc3)c2c1
 : 8, -5, 0, -1, 1.7, 1, -3, 1, 14
#27 Cc1csc2c(N3CCN(C(=S)Nc4ccc(C(F)(F)F)cc4)CC3)ncnc12
 : 30*, 28*, 4, -22, 4.8, 11, -22, 4, -27
#28 COC(=O)c1cccc(C23CC4(C2)[C@H](CN(C)[C@@H]4c2ccccc2)C3c2ccccc2)c1 (some centres not stated)
 : 2, -12, -9, -15, -0.6, 0, -25, -4, 1
#29 O=C(Oc1ccccc1F)C1CCN(C(=O)c2ccc(F)cc2)CC1
 : 5, -2, 3, -3, 0.1, 2, -5, -4, -17
#30 COc1ccc(C(=O)C(C)OC(=O)COc2ccccc2)cc1 (configuration not stated)
 : -4, 3, 4, 0, 0.2, 1, 7, -6, 1
#31 O=C(CN1C(=O)C2C3C=CC(C4CC34)C2C1=O)Oc1ccccc1 (configuration not stated)
 : 10, -3, 0, 1, 2.9, 4, -8, 3, 13
#32 COc1cc(OC)cc(-c2c(C#Cc3ccsc3)c3cc(-c4ccc(SC)cc4)ccc3n2C)c1
 : 11, -11, 0, 1, 0.4, 0, 2, -7, 16
#33 COC(=O)c1nc[nH]c1[N+](=O)[O-]
 : 19, -4, 0, 2, -0.1, 1, -3, 10, 2
#34 CCOC(=O)c1sc(NC(=O)CCN2C(=O)C3CCCCC3C2=O)cc1C (configuration not stated)
 : 11, -2, 3, -7, 4.3, 15, -17, 9, -11
#35 Cc1ccc(NC(=O)CCNS(=O)(=O)c2cccc3nonc23)cc1Cl
 : 8, 15, -2, -5, 1.1, 4, -7, 6, -8
#36 Cc1ccc(OCC(=O)NC(C)c2ccccc2)cc1 (configuration not stated)
 : -1, -7, -5, -5, -0.4, 0, 2, -9, 9
#37 Cc1ccc(-c2csc(NC(=O)c3cccc([N+](=O)[O-])c3)n2)cc1
 : -10, -8, -4, 14, 0.8, 1, 10, -9, 10
#38 CNC[C@H]1Oc2cc(Br)ccc2S(=O)(=O)N([C@@H](C)CO)C[C@H]1C
 : -6, 15, 1, -3, 3.8, 5, 0, 1, 9
#39 CNc1nc(Nc2ccc(C(C)=O)cc2)nc(OC(C(F)(F)F)C(F)(F)F)n1
 : 11, -4, -2, 0, 1.3, 2, -2, 0, -6
#40 O=C(Cc1sc(-c2ccccc2)nc1-c1ccccc1)Nc1ccccc1
 : -2, 0, -3, -4, -0.3, 0, 0, 1, -3
#41 O=C(c1ccco1)N1CCC2CC1c1c(Cl)cccc12 (configuration not stated)
 : 11, 14, 3, -1, -0.1, 0, -4, -4, -10
#42 CC1Cc2ccccc2N1C(=O)c1cccnc1 (configuration not stated)
 : -7, -12, -1, 6, -0.4, -1, -3, 8, 14
#43 O=C(CN1CCOCC1)Nc1ccccc1-c1ccccc1
 : -6, 10, -1, 6, 0.0, 1, -2, 14, -7
#44 Cc1ccc(-c2noc(CSc3nnc(-c4ccncc4)n3-c3ccc(F)cc3)n2)cc1
 : 7, -13, 2, 2, 0.8, 2, -4, -2, -3
#45 CCN(CC)CCNC(=O)Cn1nc(Cc2ccccc2)c2ccccc2c1=O
 : 16, -4, -7, -3, 1.2, 1, -7, -2, 16
#46 CC(=O)c1ccc(NC(=O)[C@@]2(CC(=O)O)CC(/C=C/c3ccccc3)=NO2)cc1
 : 13, -6, -1, -9, 3.9, 15, -6, 8, 1
#47 Cc1ccnc(NC(=O)Nc2ccc3c(c2)N(C)C(=O)CS3)c1
 : 7, -2, 1, -13, 4.5, 13, -8, 2, 11
#48 c1ccc(-c2nnnn2CCOCCn2nnnc2-c2ccccc2)cc1
 : 2, -6, -3, 0, 0.1, 0, -1, 3, 1
#49 Cc1cccc(-n2c(O)c(/C=N/NC(=O)c3ccccc3Cl)c3ccccc3c2=O)n1
 : 11, 15, 1, -3, 0.0, -1, -4, 7, -14
#50 CSCCC(NC(=O)c1ccco1)C(=O)N1CC(C)OC(C)C1 (configuration not stated)
 : 12, -17, -3, 9, 0.3, 3, -10, -16, 12
#51 COc1ccccc1CCNC(=O)C(=O)NCC1CCCN1S(=O)(=O)c1ccccc1 (configuration not stated)
 : 20, 8, 1, -11, 4.2, 18, -21, 10, -17
#52 CCn1c(SCC(=O)OC)nnc1C1CCCCC1
 : -6, -2, 2, 5, 0.3, 1, 3, 0, 8
#53 Cc1ccc(C(C(=O)NCC2CCCO2)N(C(=O)c2snc(C(N)=O)c2N)c2ccc3c(c2)OCCO3)cc1 (configuration not stated)
 : 6, -15, 0, -2, 5.7, 11, -2, -14, 14
#54 CCOCCCn1c(=NC(C)=O)c(C#N)cc2c(=O)n3cccc(C)c3nc21
 : 14, 1, -3, -5, -0.1, 0, -12, 7, 0
#55 O=C(COc1ccc(Cl)cc1)N1CCN(C(=O)c2cccs2)CC1
 : 16, 23, 0, -3, 0.4, 3, -6, -1, -12
#56 N#Cc1c(N)nc2c(c1-c1ccc(F)cc1)c(=O)nc1sccn12
 : 6, -9, -4, -6, 0.5, 1, 0, 1, 5

Screening data deposited in PubChem by The Scripps Research Institute Molecular Screening Center.
